# Bioassay records as filed in PubChem BioAssay.
# SW480 rerep – DNA re-replication induction in SW480 cells; SW480 DNA re-replication, Hoechst DNA content imaging, 48 h; Potency, µM (top dose mostly 46.1 µM), for inactives: top-dose re-replication activation, most hits filed as activators; 340,000 compounds, 1.8% hits; note: potency is the fitted concentration of half-maximal effect; % of control where 0% means no effect; nearly all actives have a fitted effect of over 55% in size
#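 Cells (250 per well) received 23 nL compound or DMSO by pin tool and were kept 48 hr at 37 C, 5% CO2. Nuclei were then stained with Hoechst for 40 min and scanned for DNA content.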
# MCF10A rerep – induces DNA re-replication in MCF 10a normal breast cells; 350,000 compounds, 2.9% hits; Potency, µM (titrated, usually from 46.1 µM), for inactives: top-dose activity, positive = re-replication, actives largely listed as activators; MCF 10A DNA re-replication, Hoechst nuclear intensity, 48 h; AID 624296; note: potency is the fitted concentration of half-maximal effect; % of control where 0% means no effect; nearly all actives have a fitted effect of over 50% in size
# HT1080-NT tox – kills 2HG-producing HT-1080-NT fibrosarcoma cells; HT-1080-NT fibrosarcoma viability, CellTiter-Glo ATP luminescence, 48 h; Potency, µM (top dose mostly 46.1 µM), inactives show at the highest dose activity, negative = less viability, most hits filed as cytotoxic; 360,000 compounds, 1.6% hits;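 note: NT is the 2HG producing partner of a matched IDH1 knockdown line; potency is the fitted concentration of half-maximal effect; 0% = DMSO-treated cells and -100% = media-only wells without cells; nearly all actives have a fitted effect of over 55% in size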
#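 Fibrosarcoma NT cells, 750 per well in 5% FBS RPMI, were exposed to compound for 48 hours. Viability: CellTiter-Glo luminescence.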
# KB-V1 cytotox – KB-V1 MDR subline cytotoxicity; KB-V1 MDR cells viability, CellTiter-Glo, 72 h; Potency, µM (top dose mostly 46.1 µM), for inactives: at the top dose activity change, negative = cytotoxicity, most hits filed as cytotoxic; 400,000 compounds, 3.4% hits; note: potency is the fitted concentration of half-maximal effect; % is set by controls: 0 for no effect and ±100 for the full control effect; nearly all actives have a fitted effect of over 60% in size
#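 Drug-selected KB-V1 cells, grown in DMEM lacking phenol red with 10% FBS, receive compound titrations; after three days at 37 degrees C, surviving cell ATP is quantified by CellTiter-Glo luminescence and responses normalized and curve-fitted.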
# KB-3-1 cytotox – KB-3-1 parental cell cytotoxicity; KB-3-1 viability, CellTiter-Glo ATP luminescence, 72 h; Potency, µM (highest dose often 46.1 µM), inactives show at the highest dose activity change, negative = cytotoxic, hits mostly cytotoxic; 400,000 compounds, 1.4% hits; AID 1347075; note: potency is the fitted concentration of half-maximal effect; % is set by controls: 0 for no effect and ±100 for the full control effect; nearly all actives have a fitted effect of over 60% in size
#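 Cytotoxicity measured as CellTiter-Glo luminescence after 72 h at 37 C. Compound titrations were pinned onto drug-naive KB-3-1 parental adenocarcinoma cells grown in DMEM with 10% FBS, and normalized data fitted to concentration-response curves.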
# WRN inhibitor – blocks human WRN helicase; Potency, µM (doses to about 114 µM), inactives show at the top dose activity change, negative = inhibition, usual class: inhibitors; Q14191; WRN helicase unwinding, fluorescent forked duplex, kinetic; AID 651768; 360,000 compounds, 0.46% hits; note: potency is the fitted concentration of half-maximal effect; % is set by controls: 0 for no effect and ±100 for the full control effect; nearly all actives have a fitted effect of over 55% in size
#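 Kinetic fluorescence helicase assay: unwinding of a quenched forked DNA duplex (100 nM final) with 2 mM ATP final raises red fluorescence (525/598 nm). Compounds sat 15 min at room temperature with 20 nM WRN beforehand.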
# ATXN2 expr inh – inhibitors of ATXN2 expression. HEK-293 ATXN2-luciferase reporter, luminescence, 24 h. Potency, µM (highest dose often 57 µM), for inactives: at the highest dose activity change, negative = inhibition, usual class: inhibitors. 360,000 compounds, 0.72% hits; note: potency is the fitted concentration of half-maximal effect; % is set by controls: 0 for no effect and ±100 for the full control effect; nearly all actives have a fitted effect of over 55% in size
#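 qHTS (up to 57 uM final) was run with 24 h compound exposure of reporter cells at 37 °C. Each well was multiplexed: SteadyGlo luminescence measured ATXN2-luciferase expression after a fluorogenic Gly-Phe-AFC viability readout (25 uM final).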
# IL-1B inflam inh – inflammasome signaling inhibition, IL-1 beta readout | activity change, % at 57.5 µM | 360,000 compounds, 4.7% hits | AID 743279 | THP-1 LPS/ATP IL-1B secretion, AlphaLISA, 16 h; active compounds read low; in the data active = activity change below about -50%; inconclusive = mostly about -30% to -49%; note: % is set by controls: 0 for no effect and ±100 for the full control effect
#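 Secreted IL-1B measured by AlphaLISA bead assay after 16 h compound exposure of THP-1 cells; compounds (final up to 57.5 uM) added 1 h before LPS (250 ng/mL) and ATP (1.25 mM) stimulation; lower signal means less secretion.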
# HT1080 IDH1KD tx – toxicity to HT-1080 IDH1 knockdown cells (counter line); Potency, µM (series often up to 46.1 µM), inactives show top-dose activity, negative = toxicity, usual class: cytotoxic; AID 686971; HT-1080 IDH1 knockdown viability, ATP luminescence, 48 h; 360,000 compounds, 2% hits;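 note: potency is the fitted concentration of half-maximal effect; 0% = DMSO wells and -100% = cell-free medium wells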
#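 % activity derives from luminescence (CellTiter-Glo), normalised to DMSO and no-cell wells. HT-1080-IDH1KD cells, 750/well, had 48 h compound exposure at 37 °C.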
# Active calls of the source: *; i = inactive; ? = inconclusive; . = not tested or not shown; & = joins results of further samples; ! = not active in a repeat; [ ] = remark or other dose. Unless noted, calls come from the whole dose curve; as a rule, active = well fitted curve in the direction sought with a large enough effect; inconclusive = small, poorly fitted or top-dose-only effect, or another doubt; inactive = no such curve, though single readings can be large; an effect the other way counts as inactive or inconclusive.
SMILES,SW480 rerep,MCF10A rerep,HT1080-NT tox,KB-V1 cytotox,KB-3-1 cytotox,WRN inhibitor,ATXN2 expr inh,IL-1B inflam inh,HT1080 IDH1KD tx
Cc1ccc(C(=O)Nc2nc(C(N)Cc3ccc(C(F)(F)F)cc3)cs2)cc1 (stereo not given),.,.,?,0%,0%,-4%,?,-65*,16µM*
COc1ccc(NC(=O)Nc2cccc(C)n2)cc1,15%,2%,-6%,?,19%,-4%,49%[activator],-7,1%
COc1ccc(NC(=S)NCCCc2ccccc2)cc1,18µM*,-1%,7%,0%,1%,0%,.,-6,0%
N#Cc1nc(COc2ccccc2F)oc1N1CCCCCC1,?,?,-3%,?,8%,-3%,57%[activator],?,-11%
COc1cc(/C=C2\SC(=Nc3ccccc3)N(CCc3c[nH]c4ccccc34)C2=O)ccc1OC(C)C(=O)O (stereo not given),-5%,?,-18%,-1%,5%,?,-11%,?,-30%
Cc1cc(NC(C)C)n2c(nc3ccccc32)c1C#N,?,0%,-10%,-21%,-1%,0%,-24%,-8,-1%
O=C1CCc2cc(S(=O)(=O)Nc3ccc(C(F)(F)F)cc3)cc3c2N1CC3,-3%,6%,1%,-29%,-21%,3%,15%,18,1%
CCCCC(=O)OCc1cn(-c2ccc(Cl)cc2)nn1,-1%,0%,4%,2%,1%,6%,2%,6,2%
COc1cccc(/C=C2/Oc3ccccc3N(CC(=O)NCC3CCCO3)C2=O)c1 (stereo not given),18%,3%,-2%,0%,6%,4%,-2%,-16,14%
COc1ccccc1N1CCN(C(=O)C2CCCN(S(=O)(=O)c3ccc4c(c3)CCCN4C(C)=O)C2)CC1 (stereo not given),?,8%,-11%,-15%&0%,?,7%,18µM*!,13,-6%
COc1ccc(S(=O)(=O)Cc2ccc(C(=O)NC3CCCCCC3)o2)cc1,-13%,17%,19%,-10%,9%,-6%,-6%,-5,-1%
Nc1ncnc2c1ncn2[C@@H]1O[C@H](C(=O)N[C@H]2c3ccccc3C[C@H]2OC=O)[C@@H](O)[C@H]1O,.,.,13%,13%,0%,-9%,1%,36,14%
CCn1c(=O)c(C(=O)Nc2ncccc2C)c(O)c2ccccc21,24%,16%,-8%,4.6µM*,?,-2%,.,7,-30%
C=C(C)CN(CC)Cc1c(C(=O)N(C)CCCC)nc2ccccn12,5%,-11%,10%,-18%,-18%,12%,3%,14,8%
OC(c1cccc(Cl)c1)c1nc(-c2ccccc2)cs1 (stereo not given),.,.,?,5%,0%,-11%,3%,?,-21%
COc1ccc2nc(C)c(C(=O)NN)cc2c1,-6%,-11%,9%,-11%,1%,2%,-14%,0,2%
COc1ccc(CNC(=O)COC(=O)c2ccc(OCc3c(C)noc3C)cc2)cc1OC,8%,0%,1%,-20%,-2%,-19%,2%,27,-1%
CCOC(=O)c1c(C)c(C(=O)NCc2cccnc2)c(C)n1C,0%,0%,3%,-2%,-13%,14%,-5%,30,-6%
Cc1ccccc1NC(=O)COc1cccc2c1CCNC2=O,-4%,6%,-2%,-23%,17%,-5%,4%,8,-3%
COCCNC(=O)c1onc(CSc2ccccc2)c1C(=O)NCCOC,-44%[inhibitor],?,7%,10%,0%,-5%,5%,2,6%
Cc1cc(C)c(NC(=O)COC(=O)c2cc([N+](=O)[O-])ccc2N2CCOCC2)c(C)c1,?,?,-5%,?,10%,-28%,-10%,i,-5%
COc1ccc(C)cc1NC(=O)CN(c1ccc(F)cc1)S(C)(=O)=O,-11%,-6%,0%,-5%,8%,-2%,3%,-7,4%
CSC(=Nc1ccccc1)C1=C(O)COC1=O,-4%,23%,2%,-3%,11%,-3%,-10%,12,1%
COC(=O)c1ccc(C2CC(=O)Nc3cc(OC)c(OC)cc32)cc1 (stereo not given),-10%,-8%,2%,-25%,-4%,-3%,0%,14,-7%
COC(=O)c1ccc(C(=O)OC)c(NC(=S)N2CCC(N3CCCCC3)CC2)c1,14%,-2%,-3%,-2%,4%,-1%,.,-8,7%
Cc1ccc(C(=O)NCCNc2ccc(Cl)cc2[N+](=O)[O-])o1,-2%,7%,-5%,?,8%,5%,5%,0,2%
Cc1cc(-c2ccc(S(=O)(=O)N3CCN(C)CC3)s2)on1,-9%,-3%,-3%,6%,0%,6%,4%,3,7%
CN(C)c1ccc(NC(=O)CN2C(=O)CC(c3ccccc3)=Nc3ccccc32)cc1,-2%,?,-2%,1%,1%,-2%,-5%,-5,1%
COC(=O)C1=C(C)N(Cc2ccco2)C(=O)N[C@@H]1c1ccc(Br)cc1,0%,2%,-3%,16%,12%,-10%,1%,25,-10%
Nc1cc(N)cc(-c2nc3ccccc3[nH]2)c1,-6%,-5%,2%,-18%,-4%,-25%,2%,17,4%
CN(CCCC1CCCC1)C(=O)c1cc(COc2ccc(F)cc2F)on1,1%,?,6%,.,.,-7%,2%,-51*,2%
COc1ccc(S(=O)(=O)N2CCN(c3nc(C)cc(C)n3)CC2)cc1,-20%,-4%,-2%,-13%,-4%,-1%[57.1 µM],-25%,-1,-12%
Cc1ccc(C(=O)NCC(=O)OCC(=O)Nc2ncc(C(F)(F)F)cc2Cl)cc1,?,-7%,-14%,6%,14%,-9%,.,0,-1%
CCOC(=O)N1CCN(C(=O)/C(=C/c2ccc(OC)cc2)NC(=O)c2ccccc2)CC1,0%,1%,3%,3%,9%,5%,10%,-8,12%
CCOC(=O)c1ccc(NC(=S)N2CCN(C)CC2)cc1,1%,?,-2%,-3%,4%,-32%,13%,9,-1%
Cc1ccc(S(=O)(=O)N2CCC(=O)N([C@H](COCc3cccc(Cl)c3)Cc3ccccc3)CC2)cc1,.,.,-6%,?,?,-4%,6%,28,-9%
CCOc1nc(NCCN2CCOCC2)nc(Nc2ccc(C)cc2)n1,-12%,1%,1%,0%,11%,-7%,3%,-28,-3%
CCCCn1c(SCc2ccc(Cl)cc2)nc2c1c(=O)[nH]c(=O)n2C,-6%,?,-22%,?,-12%,-32%,-3%,1,?
Cc1ccc(C(C(=O)NC2CCCCC2)N(CC2CCCO2)C(=O)CNC(=O)c2cccs2)cc1 (stereo not given),4%,4%,-3%,-19%,18%,-1%,-2%,-6,7%
O=C(Nc1ccc(Cl)cc1)N1N=CCC1c1ccccc1 (stereo not given),?,-14%,-5%,-27%,2%,5%,-3%,.,-4%
CC(=O)N1CCC(=NNS(=O)(=O)c2cccc([N+](=O)[O-])c2)CC1,-4%,5%,1%,-2%,0%,-4%,-2%,20,6%
c1cncc(-c2nc(NCc3ccc4c(c3)OCO4)c3ccccc3n2)c1,?,-4%,1%,-20%,?,-10%,.,-5,-12%
O=c1[nH]nc(-c2ccc(F)cc2)cc1Cc1ccccn1,-26%,10%,5%,-14%,6%,2%,.,-15,-2%
COc1ccc(Cc2c(-c3ccc(OC)c(OC)c3)nc3c(C)cc(Br)cn23)c(C)c1,.,.,?,14%,-16%,-16%,?,-15,?
COc1ccc(NC(C)=O)cc1S(=O)(=O)N1CCc2ccccc21,-6%,?,-4%,-23%,1%,-4%,48%[activator],42,-22%
CCCCOCCCNC(=O)c1ccc(OC)cc1,0%,-3%,16%,-15%,13%,-26%[57.1 µM],3%,-1,19%
CCCCCCOc1ccc(OC(=O)c2ccncc2)cc1,?,23µM*,?,0%,-6%,-7%,-24%,12,16µM*
Cc1cc(C)n(-c2cc(Cl)ccc2[N+](=O)[O-])n1,-12%,-11%,1%,3%,2%,-1%,22%,8,-11%
Cc1c(C(=O)Nc2ccc3oc(-c4cccnc4)nc3c2)oc2ccccc12,21µM*,?,?,?,-28%,-16%,?,13,?
O=c1[nH][nH]c(-c2ccccc2)c1C=Nc1ccc(F)cc1F,3%,-5%,3%,-4%,-5%,-4%,.,-8,-5%
# (list continues)
SMILES,SW480 rerep,MCF10A rerep,HT1080-NT tox,KB-V1 cytotox,KB-3-1 cytotox,WRN inhibitor,ATXN2 expr inh,IL-1B inflam inh,HT1080 IDH1KD tx
Cc1ccc(N=Cc2c(O)c3ccccc3n(C)c2=O)cc1,1%,-1%,-24%,18%,23%,?,3%,11,-10%
CCOC(=O)C1(CCOc2ccccc2)CCN(Cc2cccs2)CC1,1%,20%,?,?,?,-3%,-9%,-11,-6%
O=C(CC1CCS(=O)(=O)C1)Nc1ccc[nH]c1=O (stereo not given),12%,3%,-1%,-3%,-3%,-16%,9%,-6,7%
Nc1ccc(N2CCN(CCCCN3C(=O)C4CCCN4C3=O)CC2)cc1 (stereo not given),1%,4%,1%,12%,1%,-29%,-16%,27,-7%
O=C(O)c1ccccc1NCN1C(=O)C2CC=C(Cl)CC2C1=O (stereo not given),-15%,-1%,-4%,-8%,-2%,6%,0%,0,0%
CCOC(=O)C(Sc1n[nH]c(N)n1)c1ccccc1 (stereo not given),3%,3%,0%,0%,0%,-25%,-1%,9,1%
CCC(C)NC(=O)CS(=O)Cc1nc(-c2cccc(C)c2)oc1C (stereo not given),-5%,-1%,-17%,-16%,16%,-5%,0%,-9,0%

# Structures from the list above containing bromine:
SMILES,SW480 rerep,MCF10A rerep,HT1080-NT tox,KB-V1 cytotox,KB-3-1 cytotox,WRN inhibitor,ATXN2 expr inh,IL-1B inflam inh,HT1080 IDH1KD tx
COC(=O)C1=C(C)N(Cc2ccco2)C(=O)N[C@@H]1c1ccc(Br)cc1,0%,2%,-3%,16%,12%,-10%,1%,25,-10%
COc1ccc(Cc2c(-c3ccc(OC)c(OC)c3)nc3c(C)cc(Br)cn23)c(C)c1,.,.,?,14%,-16%,-16%,?,-15,?
